Compound activity: PubChem, several laboratories
AHR activator: AHR activators, primary screen, cell-based, luminescence, luciferase reporter, human; Aryl hydrocarbon receptor (Homo sapiens), P35869; AHR-responsive luciferase reporter cells; activation, % at 5 µM; 320,000 compounds, 2.5% hits; AID 2796, 2010; in the data active means activation above about 47%;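 further: 0% = vehicle wells and 100% = reference agonist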
Target sequence (P35869 whole entry, looked up): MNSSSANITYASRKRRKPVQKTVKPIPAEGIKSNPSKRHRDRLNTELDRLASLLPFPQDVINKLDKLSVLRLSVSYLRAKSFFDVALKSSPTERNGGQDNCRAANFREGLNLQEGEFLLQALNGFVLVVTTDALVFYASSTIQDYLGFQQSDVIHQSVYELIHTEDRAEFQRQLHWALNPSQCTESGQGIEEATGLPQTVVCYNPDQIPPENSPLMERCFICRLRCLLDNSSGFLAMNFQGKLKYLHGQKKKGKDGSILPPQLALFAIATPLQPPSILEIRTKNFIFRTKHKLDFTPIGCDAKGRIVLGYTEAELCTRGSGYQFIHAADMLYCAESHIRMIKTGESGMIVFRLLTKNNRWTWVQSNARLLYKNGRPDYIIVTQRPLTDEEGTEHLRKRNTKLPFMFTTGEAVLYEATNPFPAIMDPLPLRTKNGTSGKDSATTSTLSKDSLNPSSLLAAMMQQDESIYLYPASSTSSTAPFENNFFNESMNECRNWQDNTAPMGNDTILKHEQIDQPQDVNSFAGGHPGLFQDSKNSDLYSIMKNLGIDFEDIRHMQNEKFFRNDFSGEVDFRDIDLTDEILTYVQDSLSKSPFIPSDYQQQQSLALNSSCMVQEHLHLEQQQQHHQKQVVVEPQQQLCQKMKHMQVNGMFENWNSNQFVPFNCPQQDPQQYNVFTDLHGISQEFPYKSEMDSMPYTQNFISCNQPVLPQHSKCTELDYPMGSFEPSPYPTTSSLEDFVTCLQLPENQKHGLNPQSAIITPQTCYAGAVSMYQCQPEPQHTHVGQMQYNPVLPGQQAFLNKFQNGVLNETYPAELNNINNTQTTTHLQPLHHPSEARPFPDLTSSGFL
pPAFAH inh: pPAFAH enzyme inhibitors, primary screen, biochemical, fluorescence polarization, human; Platelet-activating factor acetylhydrolase (Homo sapiens), Q13093; recombinant pPAFAH, FP-rhodamine probe fluorescence polarization; inhibition, % at 3.39 µM; 330,000 compounds, 1.5% hits; AID 463082, 2010;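 active means inhibition above the mean inhibition across the screen plus 3 SD, cut at about 25% in these data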;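 further: inhibitors block binding of the rhodamine activity-based probe so polarization drops; 0% = enzyme with DMSO and 100% = wells lacking pPAFAH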
MEX-5 binding: MEX-5 zinc finger RNA-binding disruptors – biochemical, C. elegans, fluorescence polarization, MLPCN library, primary screen; MEX-5/FITC-TCR2 RNA binding; active compounds read low; activity score (negative = inhibition of binding), % at 10 µM; 300,000 compounds, 0.38% hits; AID 1832, 2009;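 active means inhibition past about -25% in most replicates, and total fluorescence under double the plate's negative control median, limit read from the data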;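 further: 0% = DMSO and -100% = 5 µM competing unlabeled TCR2 RNA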
Fam108B inh: mouse Fam108B serine hydrolase inhibitors, primary screen, counter-screen for RBBP9 inhibitor project, biochemical, fluorescence polarization | recombinant Fam108B, FP-Rh probe fluorescence polarization | inhibition, % at 9.51 µM | 300,000 compounds, 0.33% hits | AID 1947, 2009;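 active means inhibition above the screen mean inhibition plus 3 SD, computed separately per campaign, cut at about 18% in these data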;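 further: inhibitors lower polarization as less probe binds the enzyme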
BCLXL inh: inhibitors of human Bcl-xL, primary screen, biochemical, fluorescence polarization, HTS. AID 2129, 2009. GST-Bcl-xL / FITC-Bim BH3 peptide fluorescence polarization. 320,000 compounds, 0.7% hits. inhibition, % at 10.9 µM;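 active means inhibition above the mean of all tested compounds plus 3 SD, cutoff set per campaign, cut at about 30% in these data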;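 further: 0% = DMSO wells and 100% = unlabeled Bim-BH3 peptide competitor; inhibitors lower millipolarization by displacing the labeled peptide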
Target sequence (Q07817 whole entry, looked up): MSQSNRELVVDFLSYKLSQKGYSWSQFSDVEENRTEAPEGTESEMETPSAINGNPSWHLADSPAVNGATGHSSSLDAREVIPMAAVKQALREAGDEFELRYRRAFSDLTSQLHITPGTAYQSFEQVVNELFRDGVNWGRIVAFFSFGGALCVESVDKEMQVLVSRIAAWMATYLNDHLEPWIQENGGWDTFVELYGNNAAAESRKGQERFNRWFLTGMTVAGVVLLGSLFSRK
PME-1 primary: PME-1 inhibitors via competitive probe labeling, primary screen, biochemical, fluorescence polarization, FP-Rh probe, HTS | 320,000 compounds, 0.53% hits | AID 2130, 2009 | inhibition, % at 5.9 µM | Protein phosphatase methylesterase 1 (Homo sapiens), Q9Y570 | recombinant PME-1;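 active means inhibition above the campaign mean of all compounds plus 3 SD, cut at about 26% in these data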;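 further: competitive labeling of PME-1 active site by serine hydrolase directed probe; 0% = PME-1 with DMSO and 100% = wells lacking PME-1 enzyme; inhibitors block probe labeling so polarization falls and inhibition rises; many of its hits are not listed in these tables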
PAFAH1B2 inh: PAFAH1B2 enzyme inhibitors, primary screen, biochemical, fluorescence polarization, human; Platelet-activating factor acetylhydrolase IB subunit alpha2 (Homo sapiens), P68402; recombinant PAFAH1B2, FP-rhodamine activity probe; inhibition, % at 3.39 µM; 340,000 compounds, 1.2% hits; AID 492953, 2010;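 active means inhibition above the mean of all tested compounds plus 3 SD, cut at about 24% in these data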;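 further: 0% = enzyme with DMSO and 100% = wells lacking PAFAH1B2; many of its hits are not listed in these tables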
GLD-1 RNA inh: GLD-1/TGE RNA complex disruptors, primary screen, biochemical, fluorescence polarization; 320,000 compounds, 0.44% hits; Female germline-specific tumor suppressor gld-1 (Caenorhabditis elegans), Q17339; inhibition, % at 5.96 µM; purified GLD-1 + fluorescein TGE RNA;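 active means percent inhibition above a per-plate cutoff, the plate mean of test compounds plus 3 SD, cut at about 30% in these data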;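 further: 0% = DMSO wells with GLD-1 and probe and 100% = wells lacking GLD-1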
MCL1-BIM inh: inhibitors of MCL1 binding to BIM-BH3, primary screen, biochemical, fluorescence polarization; Induced myeloid leukemia cell differentiation protein Mcl-1 (Homo sapiens), Q07820; GST-MCL1 / FITC-Bim-BH3 fluorescence polarization; inhibition, % at 10.9 µM; 320,000 compounds, 0.68% hits;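 active means inhibition above the mean inhibition of all tested compounds plus 3 SD, set per campaign, cut at about 40% in these data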;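 further: 0% = DMSO wells and 100% = unlabeled Bim-BH3 peptide control; higher means more loss of mP so more displacement of Bim peptide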
Active calls of the source: *; / = not tested or not shown.

SMILES | AHR activator | pPAFAH inh | MEX-5 binding | Fam108B inh | BCLXL inh | PME-1 primary | PAFAH1B2 inh | GLD-1 RNA inh | MCL1-BIM inh
COc1ccc2c(c1)OC[C@H]1[C@H]2N2C(=O)c3cc(F)ccc3NC(=O)[C@@]2(C)[C@H]1c1ccccc1 | 6 | -3 | / | / | / | / | 0 | 2 | /
O=C(Nc1ccccc1)c1cccc(Cn2cc(C(F)(F)F)ccc2=O)c1 | 1 | -3 | 0.3 | -5 | -2 | 0 | 4 | 3 | 1
O=C(Oc1ccccc1)c1cccc(N2C(=O)CCC2=O)c1 | 0 | 1 | 1.2 | -2 | 6 | -13 | 2 | 3 | 5
O=C(CC1C(=O)NCCN1CC1CCCCC1)NCc1ccccc1Cl (stereo not given) | 1 | 0 | 1.0 | -2 | 2 | 10 | 6 | 2 | -3
CCCn1c(Cc2ccccc2)nnc1SCC(=O)N1CCOCC1 | -2 | 2 | -0.2 | 6 | 0 | 0 | 5 | 2 | -5
COc1ccc(NC(=O)CSc2nn3c(=O)c(C)nnc3s2)cc1 | 0 | 4 | 1.1 | 3 | 0 | 3 | 3 | 9 | 7
CCCC12CN3CC(C)(CN(C1)C31CCCCC1)C2=O | -2 | 3 | 0.8 | -2 | 0 | 4 | 3 | -2 | -11
Cc1ccc(/C=C/c2ccc(=O)n(Cc3ccc(Cl)cc3Cl)n2)cc1 | 1 | 3 | -1.5 | -4 | 0 | -5 | 0 | 14 | 2
C=CCNC(=O)c1ccccc1NC(=O)C1COc2ccccc2O1 (stereo not given) | 4 | 0 | 0.0 | 2 | 2 | -1 | 8 | 7 | -4
CCOC(=O)C1=NNC2(CC(=O)N(c3cc(C)cc(C)c3)C2=O)C1 (stereo not given) | -3 | 2 | -0.9 | 0 | 3 | -2 | 4 | 5 | -2
O=C(Cn1nnc(-c2ccccc2NC(=O)c2ccco2)n1)NC1CCCCC1 | 4 | 4 | 2.9 | 1 | -1 | 2 | -2 | 11 | -1
COc1ccc(NS(=O)(=O)c2ccc(C)c(C(=O)N(C)Cc3ccc(OC)cc3OC)c2)cc1 | 0 | 25 | 1.4 | 3 | 3 | 13 | 7 | 3 | 4
OCCN1CCN(CCOc2ccccc2-c2ccccc2)CC1 | -2 | 6 | 0.8 | -6 | 4 | 2 | 1 | -3 | 2
Cc1ccc(C(=O)N/C(=C/c2ccccc2)C(=O)NCC2CCCO2)cc1 (stereo not given) | 12 | 1 | 2.5 | -1 | 3 | 4 | -8 | 2 | -1
Cc1cc(OC(C)C(=O)NC2CCN(Cc3ccccc3)CC2)c2c(C)cc(=O)oc2c1 (stereo not given) | 2 | 7 | -0.1 | -4 | 3 | -3 | 7 | 2 | 5
O=C(CSc1nnc(Cc2ccccc2)o1)NC1CC2CCC1C2 (stereo not given) | 1 | 3 | 1.6 | 0 | 1 | 0 | 12 | 5 | -1
Cc1cccc2sc(NS(=O)(=O)c3ccccc3)nc12 | 27 | 12 | 0.6 | 1 | 2 | -2 | 4 | -4 | -3
O=C(O)/C=C\C(=O)Nc1ccc(N2CCN(c3ccc(Cl)c(Cl)c3)CC2)cc1 | 4 | 11 | 1.0 | 4 | 20 | -2 | 1 | 10 | 33
CN1CCN(c2ccc(Cl)cc2NC(=O)c2ccc(S(=O)(=O)N3CCCCCC3)cc2)CC1 | 2 | -6 | -0.1 | -2 | 0 | 0 | 2 | -2 | -9
N#Cc1ccc(OCC(=O)N/N=C(\CCC(=O)O)c2cccs2)cc1 | 7 | 3 | 0.0 | 1 | 5 | -8 | 4 | 1 | 0
Cc1ccc(C)c(NC(=O)COC(=O)c2cccc3c2C(=O)c2ccccc2C3=O)c1 | 2 | 21 | 1.8 | 4 | 4 | 89* | 3 | -1 | -4
C=CCc1ccc(OCCCNCc2ccccc2)c(OC)c1 | 5 | -3 | -2.4 | -2 | 5 | -1 | -1 | -1 | 11
NC(N)=NCc1cccc(I)c1 | -2 | -7 | / | -1 | 2 | 0 | 2 | -5 | 7
Clc1ccccc1-c1nnc(-c2ccc3c(c2)OCO3)o1 | -4 | 2 | 0.1 | -3 | -1 | 4 | -2 | 8 | -2
CN(CCc1ccccn1)C(=O)Nc1ccc(C(C)(C)C)cc1 | 4 | -1 | 0.1 | 0 | 5 | -2 | 8 | 2 | 2
COc1ccccc1CNC(=O)C[n+]1ccccc1 | -2 | -1 | 0.4 | 4 | 1 | -3 | -1 | 9 | 5
COC(=O)Nc1nc(-c2ccc(F)cc2)c(C)s1 | -6 | -1 | -0.1 | 1 | -2 | 6 | 1 | 7 | 5
COc1ccc(NC(=O)c2cc(-c3ccccn3)nc3ccccc23)cc1S(=O)(=O)N(C)C | 11 | -3 | / | / | 2 | 1 | 3 | -2 | 2
O=C(N/N=C/c1cccc([N+](=O)[O-])c1)c1cc(-c2ccccc2)nc2ccccc12 | 4 | 4 | -0.5 | 1 | 6 | -1 | 1 | 1 | 3
Cc1noc(C)c1C(=O)NC(C)c1ccc(Cl)cc1Cl (stereo not given) | 1 | 0 | 1.3 | 0 | 6 | -2 | 3 | -1 | 0
Cc1ccc(-n2cc(-c3ccc([N+](=O)[O-])cc3)[nH]c2=S)c(C)c1 | 2 | 1 | -0.4 | 4 | -31 | 9 | 6 | -11 | -107
Cc1cc2c(c(=O)n1Cc1ccco1)C(c1ccccc1)C(C#N)=C(N)O2 (stereo not given) | 0 | 1 | 0.5 | -1 | 1 | 0 | -1 | 4 | 7
CCCN1C(=O)c2ccc(C(=O)Nc3cc(C)on3)cc2C1=O | -1 | 1 | 0.0 | 0 | 7 | -1 | -3 | 4 | 6
Cc1ccccc1N1CCN(C(=O)c2ccc(Oc3ccc(C(F)(F)F)cn3)cc2)CC1 | -3 | 9 | -0.7 | 3 | 2 | 1 | 3 | 6 | 0
O=C(COC(=O)C1CC2CCCC(C1)C2=O)Nc1cccc(F)c1 (stereo not given) | 1 | -4 | / | / | -6 | 8 | 7 | -3 | 2
Cc1ccc(CNC(=O)C(=O)c2cn(CC(=O)N3CCOCC3)c3ccccc23)cc1 | 1 | -3 | 3.0 | 1 | -1 | 5 | 5 | -10 | 0
O=C(CCCN1C(=O)/C(=C/c2ccccc2Cl)SC1=S)NNC(=O)c1cccnc1 | -9 | 7 | -1.9 | 3 | 4 | 9 | 4 | 7 | 7
COc1ccc(NC(=O)N(C)C[C@H]2Oc3c(NS(=O)(=O)c4cccs4)cccc3C(=O)N([C@@H](C)CO)C[C@@H]2C)cc1 | 0 | 7 | / | / | / | / | -1 | -3 | /
CC(C)Cn1c(N)c(C=O)c(=O)[nH]c1=O | -1 | 4 | 0.8 | 7 | 5 | 6 | 1 | -3 | -7
CCOc1cc(/C=N/n2cnnc2)ccc1OS(=O)(=O)c1ccc(C)cc1 | 7 | 3 | -1.1 | -1 | 1 | 0 | 3 | 4 | 6
COC(=O)c1cc2sc(Cl)cc2n1CC(=O)N1CCCc2ccccc21 | 5 | 3 | -2.2 | -2 | 5 | -4 | 3 | -2 | 3
CC(C)c1ccc(NC(=O)c2cnn(-c3ccccc3)c2NC(=O)c2ccco2)cc1 | 21 | -1 | -2.1 | -5 | 3 | -12 | 0 | 0 | -2
O=C(O)COCC(=O)N1CCN(c2cc(C(F)(F)F)nc3ccccc23)CC1 | 0 | 6 | -3.2 | -4 | -2 | -4 | 3 | -2 | -4
CN1CCN(C(=O)c2ccc(CSc3nc4ccncc4n3Cc3ccc(F)cc3)cc2)CC1 | -3 | -3 | 1.2 | -3 | 2 | 0 | 4 | -2 | 5
Cc1c(Cc2ccccc2)c(=O)oc2cc(OCC(=O)N3CCC(C(=O)O)CC3)ccc12 | -2 | 9 | -1.1 | -2 | 3 | 0 | 3 | 1 | -3
CCc1ccccc1N=C1SCC(=O)N1C | 1 | 0 | 2.2 | 5 | 1 | -5 | 6 | -1 | 2
CC(C)(C)OC(=O)NCCCC[C@H](NC(=O)c1nc[nH]c1C(=O)N1CCc2ccccc2C1)C(=O)OC(C)(C)C | 0 | 15 | 1.9 | -1 | 4 | -4 | 4 | -4 | 9
COc1ccc(S(=O)(=O)NCc2ccc3c(c2)OCO3)cc1C(=O)O | 5 | 6 | 0.1 | -2 | 6 | 0 | 2 | 11 | 5
Nc1nc(C2CCCCC2)cs1 | 1 | -1 | -2.7 | -1 | 0 | 2 | 58* | -2 | -4
O=C(NCCc1nc2ccccc2[nH]1)c1ccc(Cl)c([N+](=O)[O-])c1 | 6 | 4 | -1.0 | 0 | 3 | 1 | 7 | 7 | 3
O=C(c1cc(COc2ccc(F)cc2Cl)on1)N1CCCCCCC1 | 0 | 5 | 0.0 | -5 | 4 | -2 | -1 | 0 | 2
CCOC(=O)N/N=C/c1ccc(OCCSc2ccc(Cl)cc2)c(OC)c1 | 19 | 34* | 0.7 | 10 | 7 | 3 | 18 | 6 | 6
FC(F)(F)c1nc(Sc2ncccc2C(F)(F)F)n[nH]1 | 0 | 3 | / | -1 | 5 | -4 | 2 | -5 | 4
c1ccc2c(c1)CCCC2C1=NCCN1 (stereo not given) | -2 | 3 | -0.4 | -6 | 5 | 3 | 2 | 1 | 3
CCOCc1nnc(NC(=O)c2cccc(OC)c2)s1 | 27 | 0 | 2.4 | -6 | 5 | -5 | 2 | -3 | -2
COc1cccc(NC=C2C(=O)OC(C)(C)OC2=O)c1 | 0 | 6 | -0.6 | 4 | -1 | 0 | 4 | 4 | -4
CC1(C)OC(=O)C(=CNc2cccc(C(=O)O)c2)C(=O)O1 | 0 | 2 | 1.5 | 0 | 3 | 0 | 5 | 6 | -3
O=C(CN1N=C(c2ccc(Cl)cc2)CCC1=O)NCc1cccs1 | 2 | -2 | 1.4 | 4 | -2 | -10 | / | 4 | -2
Cc1ccc(S(=O)(=O)/N=C(\c2ccccc2)N(C)S(=O)(=O)c2ccc(C)cc2)cc1 | 1 | -3 | -0.8 | 0 | -1 | -2 | 11 | 4 | -2
COc1ccc(S(=O)(=O)N2CCCCCC2)cc1NC(=O)CC1OC(=O)c2ccccc21 (stereo not given) | 6 | 5 | -2.3 | -2 | 7 | 5 | 5 | -1 | 4
COc1cc(NC(=O)c2ccc(Cl)cc2)c(OC)cc1NC(=O)CN1CCCCC1 | 43 | 9 | -1.0 | 2 | 1 | -12 | / | 5 | -3
CSc1ccccc1NC(=O)C(C)N1C(=O)c2ccccc2S1(=O)=O (stereo not given) | -1 | 4 | 2.9 | 0 | 2 | 1 | 4 | -1 | 6

Only part of the results is shown (hit frequency here may not be typical).
